Source: PubChem BioAssay
GPT2 inh: inhibitors of human GPT2 alanine aminotransferase. Q8TD30. Recombinant GPT2, coupled pyruvate oxidase/HRP Amplex Red fluorescence. Potency, µM (doses to about 57.7 µM), inactives show top-dose activity change, negative = inhibition, hits mostly inhibitors. 100,000 compounds, 0.25% hits; note: potency is the fitted concentration of half-maximal effect; nearly all actives have a fitted effect of over 60% in size; many of its hits are not listed in these tables
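Fluorescence read-out: pyruvate from GPT2 turnover coupled to pyruvate oxidase, HRP and Amplex Red (0.2mM ThPP, 0.2U/mL PO and HRP, 50uM Amplex final). Substrates 250uM a-KG, 2mM L-alanine; enzyme 10ng/uL; 30 min RT.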
SNCA viab count: counter-screen for SNCA expression inhibitors: cell viability. Potency, µM (series often up to 57.1 µM), for the others: top-dose activity change, negative = cytotoxicity, most hits filed as cytotoxic. 150,000 compounds, 0.12% hits. AID 1671193. HEK-293-SNCA-luc viability, GF-AFC fluorescence, 24 h;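 note: potency is the fitted concentration of half-maximal effect; 0% = DMSO-treated cells and -100% = medium-only wells without cells; nearly all actives have a fitted effect of over 30% in size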
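HEK-293-SNCA-luc cells (1500/well) plated 24 h, then exposed 24 h to a dilution series; GF-AFC added 30 min at 37C, fluorescence 405/540 nm; normalised to medium-only and DMSO wells, Hill fit.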
SNCA expr inh: SNCA gene expression inhibition | HEK-293 SNCA-luciferase knock-in, luminescence, 24 h | Potency, µM (top dose mostly 57.2 µM), without a hit: at the top dose activity change, negative = inhibition, actives largely listed as inhibitors | 140,000 compounds, 0.17% hits;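 note: potency is the fitted concentration of half-maximal effect; plate controls were DMSO cells for no effect and cell-free wells for full effect; nearly all actives have a fitted effect of over 45% in size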
IP6K1 inhibitor: IP6K1 kinase inhibition; Q92551; IP6K1 kinase, ADP-Glo luminescence, 2 h; stronger effect = lower value; activity change, % (series mostly up to about 58 µM); 140,000 compounds, 0.81% hits; AID 1645851; in the data active = activity change below about -25%
Target sequence (Q92551 whole entry, looked up): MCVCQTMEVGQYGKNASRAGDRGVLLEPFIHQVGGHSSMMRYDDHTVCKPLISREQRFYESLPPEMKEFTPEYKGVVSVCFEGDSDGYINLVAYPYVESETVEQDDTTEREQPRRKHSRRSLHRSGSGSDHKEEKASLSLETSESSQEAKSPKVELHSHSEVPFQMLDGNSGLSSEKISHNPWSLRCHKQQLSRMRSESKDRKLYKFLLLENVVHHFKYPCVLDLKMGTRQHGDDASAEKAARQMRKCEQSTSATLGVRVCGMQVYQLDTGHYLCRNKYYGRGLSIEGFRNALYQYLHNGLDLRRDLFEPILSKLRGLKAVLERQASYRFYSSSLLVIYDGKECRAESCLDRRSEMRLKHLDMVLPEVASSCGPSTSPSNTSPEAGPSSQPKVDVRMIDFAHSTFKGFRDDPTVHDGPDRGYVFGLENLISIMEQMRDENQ
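ADP-Glo luminescence measures ADP made by human IP6K1 during a 2 h RT reaction with ATP/IP6 (mix at 1.3 mM/130 uM); top library doses 57.5 and 19.1 uM final.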
FLuc inh: Photinus pyralis luciferase inhibition; purified P. pyralis luciferase, luminescence, biochemical; Potency, µM (doses to about 115 µM), without a hit: at the top dose activity change, negative = inhibition, hits mostly inhibitors; 76,000 compounds, 2.5% hits; AID 1347043; note: potency is the fitted concentration of half-maximal effect; nearly all actives have a fitted effect of over 65% in size
Target sequence (P08659 whole entry, looked up): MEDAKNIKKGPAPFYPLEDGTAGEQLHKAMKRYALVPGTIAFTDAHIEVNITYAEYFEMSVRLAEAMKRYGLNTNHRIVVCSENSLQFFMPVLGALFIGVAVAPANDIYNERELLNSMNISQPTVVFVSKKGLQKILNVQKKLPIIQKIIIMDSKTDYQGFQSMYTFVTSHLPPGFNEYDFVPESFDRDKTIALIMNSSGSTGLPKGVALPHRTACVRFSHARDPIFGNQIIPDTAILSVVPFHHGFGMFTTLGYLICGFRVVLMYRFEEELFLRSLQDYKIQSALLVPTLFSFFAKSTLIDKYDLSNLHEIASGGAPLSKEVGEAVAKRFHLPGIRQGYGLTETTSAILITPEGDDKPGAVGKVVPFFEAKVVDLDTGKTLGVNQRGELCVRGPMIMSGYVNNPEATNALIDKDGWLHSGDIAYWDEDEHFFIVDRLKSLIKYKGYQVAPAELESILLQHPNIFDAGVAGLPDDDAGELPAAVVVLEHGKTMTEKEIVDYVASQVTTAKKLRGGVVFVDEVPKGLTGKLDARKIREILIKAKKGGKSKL
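Purified P. pyralis luciferase (10nM final) in 50mM Tris acetate pH 7.5, 10mM Mg acetate, 0.01% Tween-20, 0.05% BSA with 10uM D-luciferin and 10uM ATP. Compounds titrated qHTS. Luminescence imaged on CCD.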
3T3 cytotox: cytotoxic compounds in NIH 3T3 cells | AID 1345082 | NIH 3T3 viability, CellTiter-Glo ATP luminescence, 48-72 h | 94,000 compounds, 4.3% hits | Potency, µM (series often up to 96.7 µM), for the others: at the highest dose activity change, negative = cytotoxicity, usual class: inhibitors; note: potency is the fitted concentration of half-maximal effect; nearly all actives have a fitted effect of over 55% in size
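ATP-dependent luminescence (CellTiter-Glo) served as the viability signal for NIH 3T3 cells treated with compound for 48 or 72 hr at 37 °C.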
HEK293 tox: kills HEK 293 cells; HEK 293 viability, ATP luminescence (CellTiter-Glo), 48-72 h; Potency, µM (highest dose often 115 µM), for the others: at the top dose activity change, negative = cytotoxicity, usual class: inhibitors; 94,000 compounds, 6.6% hits; AID 1345083; note: potency is the fitted concentration of half-maximal effect; nearly all actives have a fitted effect of over 60% in size
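250 HEK 293 cells/well; compound by pintool; incubated 48 or 72 hr at 37 degree Celsius; CellTiter-Glo added, 10 min RT, luminescence imaged.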
* hit, by the source's call; i = inactive; ? = inconclusive; / = no result given; [ ] = remark or other dose. Unless noted, calls come from the whole dose curve; as a rule, active = well fitted curve in the direction sought with a large enough effect; inconclusive = small, poorly fitted or top-dose-only effect, or another doubt; inactive = no such curve, though single readings can be large; an effect the other way counts as inactive or inconclusive. Unless noted, % is set by controls: 0 for no effect and ±100 for the full control effect.

SMILES	GPT2 inh	SNCA viab count	SNCA expr inh	IP6K1 inhibitor	FLuc inh	3T3 cytotox	HEK293 tox
CCOC(=O)c1c(C)[nH]c(C)c1S(=O)(=O)NCC(=O)Nc1cc(C)ccc1OC	/	0.6%	6.8%	-4.4	/	/	/
CC(C)CCN1CCCC2(COc3ccccc3C(=O)N2)C1 (configuration not stated)	i	5.5%[87.6 µM]	-13.6%[87.6 µM]	19.2	5.8%[172 µM]	?	?
CCOc1ccc(NC(=O)c2sc(-n3nc(C)c(CCC(C)C)c3C)nc2C)cc1	/	17.3%	-10.9%	23.5	/	/	/
C=C1CCC2C(C)(C(=O)O)CCCC2(C)C1CCC1=CCOC1=O (configuration not stated)	2.6%[27.3 µM]	-27.9%	/	10.9	/	/	/
Cc1nnc(C(C)NC(=O)C2CCN(C(=O)C3CCCC3)CC2)o1 (configuration not stated)	i	1.8%	-8.9%	-6.6	11.5%	-4.4%	-1.7%
Cc1cc(C(=O)NCc2ccccc2)c2c(C)nn(-c3cccc(Cl)c3C)c2n1	/	15.3%	-0.9%	4.4	/	/	/
O=C1CC2(CCN([S+](=O)([O-])c3cccc(C(F)(F)F)c3)CC2)Oc2ccccc2N1	i	-17.2%	-0.9%	10.6	5.1%	?	?
CC(C)NC(=O)NC1CCN(Cc2cccc(-c3ccc(F)c(F)c3)c2)CC1	/	/	/	17.8	/	?	?
CCOc1ccc(C2C(C(N)=O)=C(C)Nc3nc(-c4cccc(Cl)c4)nn32)cc1OC (configuration not stated)	/	-15.7%	-13.5%	19.5	/	/	/
Cc1cccc(NC(=O)N2CCC(Oc3ncccc3C(=O)N3CCOCC3)C2)c1 (configuration not stated)	i	4.5%	-13.1%	41.1	-1.1%	-6.6%	-1.8%
O=C(C1CCOCC1)N1CCC(Oc2nccnc2N2CCOCC2)C1 (configuration not stated)	i	10.7%	30.6%[activator]	2.6	-23.0%	i	-1.2%
O=C(C1CCOCC1)N1CCC2(CC1)CC(N1CCCC1)CCO2 (configuration not stated)	3.6%	-4.2%	-17.4%	0.0	6.6%	i	11.6%
COc1cc(NC(=O)CCCN2C(=O)CCn3nc(-c4cn(C)c5ccccc45)cc32)cc(OC)c1	/	-19.9%	-11.5%	13.9	/	/	/
CCOC(=O)c1cccc(NC(=O)c2ccc3nc(Cc4ccccc4)oc3c2)c1	/	-3.1%	-14.0%	19.1	/	/	/
Cc1cc(C)cc(N2CCC(NC(=O)c3cc(F)cc(F)c3)C2=O)c1 (configuration not stated)	i	10.8%	-19.1%	6.6	5.8%	-7.9%	?
Cn1cc(-c2cc3n(n2)CCC(=O)N3CC(=O)NCc2ccccc2)c2ccccc21	/	-5.9%	-12.3%	-5.3	/	/	/
C/C(=C\CC/C(C)=C/CC[C@]1(C)CCc2cc(O)cc(C)c2O1)CC/C=C(\C)C(=O)O	?	16.9%[23.9 µM]	/	22.1	/	/	/
Cc1ccn2c(=O)c(C(=O)Nc3ccc(F)c(C(F)(F)F)c3)cnc2c1	/	-2.3%	23.4%	-23.2	/	/	/
CCOc1ccc(C2Cn3nnc(-c4nc(-c5ccc(OC)c(F)c5)no4)c3CO2)cc1 (configuration not stated)	3.7%	5.0%	22.4%	-4.8	0.3%	i	-0.2%
COc1cccc(CN2CCC3(CC2)COc2ccccc2NC3=O)c1	i	-4.6%	-25.8%	3.6	2.9%	-12.3%	-21.1%
Cc1ccc2c(c1)N(C(=O)N1CCC(C(=O)NCc3cccs3)CC1)CC(C)O2 (configuration not stated)	/	-9.8%	2.3%	17.8	/	/	/
COc1ccc(-c2cnnn2-c2ccc(NC(=O)c3ccc(S(=O)(=O)N(C)C)cc3)cc2)cc1	/	-10.0%	-26.2%	-18.2	/	/	/
COCC1CN(C)CC12CCN(C(=O)Cc1cccc(Cl)c1)CC2 (configuration not stated)	i	-15.1%	-4.1%	24.8	6.9%	?	35.5µM*
CCOc1cc(CNC(=O)c2cc(-c3ccc(Cl)s3)nc3ccccc23)ccc1OC	/	7.6%	18.5%	1.3	/	/	/
CNC(=O)c1noc(CN2CCN(C)C3(CCNC(=O)CC3)C2)n1 (configuration not stated)	i	1.7%	0.5%	2.0	0.0%	-15.2%	-0.9%
COc1ccc(OC)c(CN2CCC3(CC2)OC(=O)N(Cc2ccc(O)cc2)C3(C)c2ccccc2)c1 (configuration not stated)	i	-8.6%	-10.1%	-17.6	-1.6%	?	?
CC(=O)NC1CCCN(c2ccnc3ccnn23)C1 (configuration not stated)	i	-5.8%[87.6 µM]	-11.6%[87.6 µM]	5.8	/	-8.4%[138 µM]	-3.9%[172 µM]
O=C(NCC1CC1)c1cc2n(n1)CC(c1ccc(Cl)cc1)OC2 (configuration not stated)	0.3%	-3.1%	?	28.4	-12.3%	39.8µM*	?
Cc1ccc(C2=NC3(CCN(C(=O)c4ccc(C#N)cc4)CC3)ON2)cc1	i	-1.8%	-13.9%	-0.6	-13.3%	i	-5.5%
O=C(Nc1ccc2c(N3CCCC3)ncnc2c1)C1CCCO1 (configuration not stated)	i	-11.3%	-5.7%	21.8	-5.0%	-11.1%	?
Cc1ccc(C)c(C(=O)N2CCCC(n3cc(-c4nc(C)no4)nn3)C2)c1 (configuration not stated)	i	4.7%	3.3%	7.3	-1.5%	-14.0%	13.5%
C#C[C@]1(O)CC[C@H]2[C@@H]3CCC4=Cc5oncc5CC4(C)[C@H]3CCC21C (some centres not stated)	i	-10.2%	-1.0%	/	/	/	/
Cc1oc(-c2ccccc2)nc1CC(=O)NCc1cc2n(n1)CCNC2	-1.7%	-3.4%	26.1%	-7.5	1.1%	-3.9%	-15.2%
COCCOc1ccc(-c2noc([C@@H]3CCCN3Cc3c[nH]c4ccccc34)n2)cn1	-12.4%[88.5 µM]	4.0%[87.6 µM]	1.1%[87.6 µM]	6.2	-6.9%[172 µM]	-22.9%[138 µM]	?
CCC(O)c1cc2n(n1)CCN(C(=O)Cn1nc(C)c3ccccc3c1=O)C2 (configuration not stated)	-18.8%	-0.2%	-8.0%	8.5	1.5%	i	-0.5%
CCOc1ccc(CC(=O)NC2CCc3n[nH]c(=O)n3CC2)cc1OCC (configuration not stated)	i	-1.1%	-1.9%	-5.5	0.7%	3.4%	i
OC[C@H]1O[C@H](n2cnc3c(N[C@H]4CCC[C@@H]4O)ncnc32)[C@H](O)[C@@H]1O	i	3.1%	2.2%	/	/	/	/
Cc1nc(-c2ccc(F)cc2)n(Cc2ccc(F)cc2)c(=O)c1CCO	i	-11.7%	34.6%[activator]	1.4	-5.3%	?	?
C#CCNC(=O)c1cc(-c2ccccc2OC)nc2c1cnn2C	-9.6%	-2.4%	-14.4%	-15.6	/	-20.0%	-18.1%
COc1ccc(OC)c(-c2noc(N3CCN(c4cc(C)ccc4C)CC3)n2)c1	/	-1.0%	-24.2%	16.4	/	/	/
CC1=C[C@@H](CNC(=O)CC(C)(C)CC(=O)O)[C@H](C(C)C)C[C@H]1Cc1nc2ncccc2[nH]1	i	?	-2.8%	15.1	1.9%	-0.3%	-11.0%
CCc1cccc(NC(=O)Cn2c(=O)c(-c3noc(CC)n3)c3n(c2=O)CCCC3)c1	-8.0%	23.1%	-7.4%	1.9	-1.6%	1.6%	1.2%
O=C(NC1CCN(c2nc3ncccc3o2)C1)C1CC1 (configuration not stated)	-3.9%[88.5 µM]	-12.1%[87.6 µM]	-19.6%[87.6 µM]	3.2	/	-1.7%[138 µM]	-2.2%[172 µM]
Cc1cccc(CNC(=O)CN2C(=O)CCn3nc(-c4cn(C)c5ccccc45)cc32)c1	/	7.0%	17.2%	-7.0	/	/	/
CCC1(C)Cc2c(sc3nc(SC)n(-c4ccc(C)cc4)c(=O)c23)CO1 (configuration not stated)	/	10.5%	5.6%	-50.1*	/	/	/

Record cards, from the list above.
Profile of Cn1cc(-c2cc3n(n2)CCC(=O)N3CC(=O)NCc2ccccc2)c2ccccc21 = GPT2 inh: /; SNCA viab count: -5.9%; SNCA expr inh: -12.3%; IP6K1 inhibitor: -5.3; FLuc inh: /; 3T3 cytotox: /; HEK293 tox: /
Profile of CCC(O)c1cc2n(n1)CCN(C(=O)Cn1nc(C)c3ccccc3c1=O)C2 (configuration not stated) = GPT2 inh: -18.8%; SNCA viab count: -0.2%; SNCA expr inh: -8.0%; IP6K1 inhibitor: 8.5; FLuc inh: 1.5%; 3T3 cytotox: i; HEK293 tox: -0.5%

Entries above that contain a COOH group, in the order listed:
SMILES	GPT2 inh	SNCA viab count	SNCA expr inh	IP6K1 inhibitor	FLuc inh	3T3 cytotox	HEK293 tox
C=C1CCC2C(C)(C(=O)O)CCCC2(C)C1CCC1=CCOC1=O (configuration not stated)	2.6%[27.3 µM]	-27.9%	/	10.9	/	/	/
C/C(=C\CC/C(C)=C/CC[C@]1(C)CCc2cc(O)cc(C)c2O1)CC/C=C(\C)C(=O)O	?	16.9%[23.9 µM]	/	22.1	/	/	/
CC1=C[C@@H](CNC(=O)CC(C)(C)CC(=O)O)[C@H](C(C)C)C[C@H]1Cc1nc2ncccc2[nH]1	i	?	-2.8%	15.1	1.9%	-0.3%	-11.0%

Following part
SMILES	GPT2 inh	SNCA viab count	SNCA expr inh	IP6K1 inhibitor	FLuc inh	3T3 cytotox	HEK293 tox
O=C(Cc1ccccc1)N1CCCC2(CC(c3cccnc3)=NO2)C1 (configuration not stated)	-12.8%	4.8%	-12.3%	1.4	/	-9.2%	-4.1%
COCCN1CCNc2nc(COc3ccccc3OC(F)(F)F)n(Cc3ccccc3)c2C1=O	i	-1.6%	-9.6%	-14.6	10.0%	?	?
NC(=O)c1c(NC(=O)c2cc(-c3ccc(F)cc3)on2)sc2c1CCCC2	/	-7.7%	-16.4%	-5.3	/	/	/
COc1ccc(CC(=O)N2CCC[C@H]2c2nc(-c3ccccc3Cl)no2)cc1OC	-12.9%	-11.1%	-1.2%	0.0	-3.1%	-26.7%	?
CCOC(=O)c1ccc(Nc2nc3ccccc3n3c(C)nnc23)cc1	/	3.4%	6.5%	-11.1	/	/	/
CN(CC1CCN(CCc2ccc(F)cc2)CC1)C1CCN(Cc2cccnc2)CC1	i	-9.4%	-18.5%	0.5	9.7%	?	?
O=C(O)CC1c2ccccc2CCN1C(=O)Nc1cc(Cl)ccc1Cl (configuration not stated)	/	7.5%	-29.9%	19.7	/	/	/
Cc1cccc(C(=O)N2CCC3(CC2)c2[nH]c4ccccc4c2CCN3C)c1	4.7%	-9.9%[12.5 µM]	?	-0.6	-1.0%	0.4%	-8.5%
Cc1noc(C)c1-c1cnc2[nH]cc(CC(=O)NCc3cccnc3)c2c1	i	2.1%[87.6 µM]	72.0%[activator][87.6 µM]	-5.4	3.6%[172 µM]	31.6µM*	?
COc1ccc(NC(=O)Cn2c(CCC(=O)O)ccc2-c2ccccc2)cc1Cl	/	-13.6%	8.3%	0.0	/	/	/
Cc1ccc(S(=O)(=O)c2nnn3c2nc(NCc2ccccc2)c2sccc23)cc1	/	8.7%	-5.6%	-16.6	/	/	/
